Compound activity as filed in PubChem BioAssay.
KCNH2 3.1 inh = qHTS for Inhibitors of KCHN2 3.1: Mutant qHTS | activity change, % (tested at about 1.8 µM) | U2OS KCNH2 3.1, thallium flux FluxOr; active compounds read low | Potassium voltage-gated channel subfamily H member 2, brain isoform KCNH2 3.1 (human) | 0.95% of 340,000 active;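 active = maximum activity change below -70%; inconclusive = maximum activity change from -70% to -50%; inactive = maximum activity change above -50%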;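 note: thallium influx rate constant from kinetic fluorescence after stimulation buffer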
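Normalized rate constant (relative to positive and negative DMSO controls) derived from a 2 min kinetic fluorescence read after stimulation; U2OS cells expressing the 3.1 isoform via virus at 1.77 x 10^8 /mL.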
Giardia killer = Small Molecules that selectively kill Giardia lamblia: qHTS; Giardia lamblia trophozoite viability; activity change, % at 7.66 µM, hits read low; 0.15% of 340,000 active; AID 540267, 2011; in the data active = activity change below about -80%; inconclusive = between about -30% and that limit;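 note: parasites exposed to compound for two days anaerobically before the ATP read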
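Each well holds 100 Giardia trophozoites and compound. After two days (48 hrs) at 37 deg C in anaerobic conditions, ATP is quantified by luminescence.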
uPA surface inh = qHTS for Inhibitors of Cell Surface uPA Generation | AID 540303, 2011 | 0.31% of 330,000 active | cell surface uPA generation assay, qHTS | Potency, µM (series often up to 38.3 µM), without a hit: at the top dose activity change, negative = inhibition, usual class: inhibitors; active = well fitted inhibition curve with a large enough effect; inconclusive = small, poorly fitted or top-dose-only effect; inactive = no such curve, though single readings can be large or run the other way; tested in mouse RAW 264.7 cells; note: potency is the fitted concentration of half-maximal effect; nearly all actives have a fitted effect of over 55% in size
hERG WT inh = qHTS for Inhibitors of KCHN2 3.1: Wildtype qHTS | U2OS, BacMam KCNH2, thallium flux FluxOr; active compounds read low | activity change, % at 1.84 µM | 0.37% of 340,000 active | AID 720551, 2013;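 active = maximum activity change below -70%; inconclusive = maximum activity change between -70% and -50%; inactive = maximum activity change above -50%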
Target sequence (Q12809 whole entry, looked up): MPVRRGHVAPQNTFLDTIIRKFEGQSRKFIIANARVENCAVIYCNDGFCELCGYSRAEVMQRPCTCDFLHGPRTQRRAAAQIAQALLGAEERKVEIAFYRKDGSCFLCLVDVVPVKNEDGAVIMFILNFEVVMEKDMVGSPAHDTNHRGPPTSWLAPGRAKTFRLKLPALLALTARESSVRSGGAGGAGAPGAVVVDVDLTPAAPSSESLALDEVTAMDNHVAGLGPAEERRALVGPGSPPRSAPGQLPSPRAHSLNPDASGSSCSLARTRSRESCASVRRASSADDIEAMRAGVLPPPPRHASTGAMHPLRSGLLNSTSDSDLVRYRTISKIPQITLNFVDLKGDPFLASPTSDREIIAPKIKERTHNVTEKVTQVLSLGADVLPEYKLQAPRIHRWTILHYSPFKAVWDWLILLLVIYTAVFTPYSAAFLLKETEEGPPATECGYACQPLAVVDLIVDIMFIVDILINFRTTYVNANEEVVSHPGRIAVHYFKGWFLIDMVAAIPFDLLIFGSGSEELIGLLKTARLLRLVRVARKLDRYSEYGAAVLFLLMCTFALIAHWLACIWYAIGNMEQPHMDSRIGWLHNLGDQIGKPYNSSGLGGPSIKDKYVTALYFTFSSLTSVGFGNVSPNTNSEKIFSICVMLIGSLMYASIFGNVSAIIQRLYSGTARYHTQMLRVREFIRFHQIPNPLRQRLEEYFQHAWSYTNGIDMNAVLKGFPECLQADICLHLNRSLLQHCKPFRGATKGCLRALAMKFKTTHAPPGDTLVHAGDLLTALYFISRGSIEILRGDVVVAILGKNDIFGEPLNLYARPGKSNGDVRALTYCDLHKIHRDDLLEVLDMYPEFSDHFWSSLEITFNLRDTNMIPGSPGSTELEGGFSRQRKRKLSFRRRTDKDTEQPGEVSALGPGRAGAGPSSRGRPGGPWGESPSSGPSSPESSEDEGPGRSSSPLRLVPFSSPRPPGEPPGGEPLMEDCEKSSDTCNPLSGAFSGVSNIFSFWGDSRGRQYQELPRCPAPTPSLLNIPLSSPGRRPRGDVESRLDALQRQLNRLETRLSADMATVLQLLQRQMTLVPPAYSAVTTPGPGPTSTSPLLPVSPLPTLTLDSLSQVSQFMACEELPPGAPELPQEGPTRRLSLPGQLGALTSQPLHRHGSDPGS
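U2OS cells transduced with wild-type KCNH2 virus are loaded with FluxOr dye for 45 min, and thallium flux is measured in kinetic reads before and after stimulation buffer. Rate constants are normalized to DMSO controls.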
Starred values were filed as active, the others as inactive; ? = inconclusive; & = joins results of further samples; [ ] = another dose, or the depositor's remark. % is set by controls: 0 for no effect and ±100 for the full control effect. Not all compounds are listed; rates above refer to the full screens.

entry	smiles	KCNH2 3.1 inh	Giardia killer	uPA surface inh	hERG WT inh
1	COc1cc(C=NO)nc(-c2ccccn2)c1	7	-10	-9%	-4
2	COc1ccc(C=C2SC(=O)NC2=O)cc1OC	4	-5	-8%	3
3	CC(Nc1nc(-c2ccc(Cl)cc2)cs1)c1nc2cc(Cl)c(N3CCCCC3)cc2n1CCOCCO (centres undefined)	-2	17	?	10
4	O=C(CC1Oc2ccccc2NC1=O)NCCCN1CCN(C2CCCCC2)CC1 (centres undefined)	-2	20	6%	-2
5	O=C(O)COc1ccc(NC(=O)c2cccs2)cc1	5	-4	2%	-4
6	CCCCn1c(N)c(N(CCOC)C(=O)CN2C(=O)NC3(CC(C)CC(C)(C)C3)C2=O)c(=O)[nH]c1=O (centres undefined)	36	11	3%	-3
7	Nc1cc2c(cc1Cl)-c1ccccc1C2=NO	2	68[activator]	2%	-5
8	CS(=O)(=O)c1ccc(C(=O)N2CCN(S(=O)(=O)c3ccc(C4CCCCC4)cc3)CC2)cc1	-5	-6	4%	7
9	COc1ccc(C2CC(=O)CCN2S(=O)(=O)c2ccc(C)cc2)cc1 (centres undefined)	-10	3	5%	4
10	Cc1cc(C)n2c(=O)[nH]nc2c1	-14	-14	-3%	2
11	COc1ccccc1NC(=O)C(C)OC(=O)C1CCN(S(=O)(=O)c2ccccc2C(F)(F)F)CC1 (centres undefined)	-15	9	12%	6
12	CNc1ncnc2c1cnn2C1CCCCO1 (centres undefined)	-3	10	4%	-4
13	COC1OC2COC(c3ccccc3)OC2C2OC12 (centres undefined)	-7	-8	2%	-1
14	C/C(=N/NC(=O)c1ccc(C(C)(C)C)cc1)c1ccccn1	3	9	11%	2
15	O=c1cc(-c2ccccc2)c2ccc(O)cc2o1	2	19	-3%	17
16	CCCCN1C(=O)C(C(=O)OCC)CC2=C1CCCC2=O (centres undefined)	12	-8	7%	-1
17	Cc1ccc(NC(=O)c2ncn(CCCNCCCN3CCCC3=O)n2)cc1C	-3	34[activator]	21%	-2
18	Cc1ccc(-c2noc(CC(=O)c3ccc([N+](=O)[O-])cc3)n2)cc1	5	5	8%	23
19	CC(C)(C)OC(=O)N(CCc1ccccc1)Cc1ccccc1OCc1cccc(NC(=O)C2CCCC2)c1	-2	-22	-17%	9
20	Cc1cccc(-c2nnc(-c3cccc4ccccc34)o2)c1	-18	12	-3%	-3
21	CC(=O)Nc1ccc(CCCCc2ccc(NC(C)=O)cc2)cc1	-7	1	5%	4
22	CN1C(=O)C(=O)N(c2cccc(C(F)(F)F)c2)C1=O	6	4	-1%	1
23	CCOC(=O)Nc1ccc2c(c1)Cc1cc([N+](=O)[O-])ccc1-2	-5	-11	-5%	-1
24	O=C(c1ccccc1)c1ccc(N2CCOCC2)cc1	1	-9	0%	-1
25	N#Cc1ccc(OCCN2CCc3ccccc3C2)cc1	-8	31[activator]	-17%	-3

Results in sequence from the entries so far.
KCNH2 3.1 inh, nos. 13–20: -7, 3, 2, 12, -3, 5, -2, -18

(more compounds)
entry	smiles	KCNH2 3.1 inh	Giardia killer	uPA surface inh	hERG WT inh
26	CC(=O)[C@H]1CC[C@H]2[C@@H]3CC=C4C[C@@H](OS(=O)(=O)O)CC[C@]4(C)[C@H]3CC[C@]12C	2	-3	-22%	-5
27	CC1(C2CCCC2)NC(=O)NC1=O (centres undefined)	15	-13	6%	-8
28	COc1ccc(S(=O)(=O)Nc2c(O)ccc3ccccc23)cc1OC	17	-16	1%	1
29	Cc1cc2c(=O)n(C)c(SCC(=O)NCC3CCCO3)nc2s1 (centres undefined)	3	7	4%	3
30	OCCN1c2ccccc2CCc2ccccc21	-13	-18	20%	0
31	CC(CNCCCn1cnc2c(OCc3ccccc3)ncnc21)c1ccccc1 (centres undefined)	-34	-2	-11%	12
32	CCC1(CC)C(=O)N(c2ccccc2)C(=N)N(c2ccccc2)C1=O	-4	-7	6%	-8
33	COc1ccc(NS(=O)(=O)c2cc(NC(=O)C3=NN(c4ccccc4)C(=O)CC3)ccc2C)cc1	-14	5	-1%	8
34	C#CCOCCOCCOCCNc1nc(N2CCN(C(=O)Cn3cc(CC(C)O)nn3)CC2)nc(N2CCN(C(=O)[C@H](C)n3cc(CCC(=O)O)nn3)CC2)n1 (some centres undefined)	-3	6	16%	-1
35	O=C(Cc1cccc(NC(=O)C2CCCN(C(=O)C3CCC3)C2)c1)Nc1ccc(C(=O)N2CCCCC2)cc1 (centres undefined)	10	0	-3%	-15
36	COC(=O)C(C)(C)c1cccnc1C#N	-3	?	3%	-13
37	NC(=O)C(C1=CCCCC1)c1ccccc1 (centres undefined)	1	-4	0%	0
38	O=C1C=C(N2CCOCC2)CCC1	-5	26	10%	0
39	CCOC(=O)c1cc2c(=O)n3cccc(C)c3nc2n(CC2CCCO2)c1=NC(C)=O (centres undefined)	9&13	13&6	0%&-2%	1&1
40	COc1cc2nncc(SC)c2cc1OC	17	3	-5%	1
41	CCCCCCCCN1[C@@H](CC(C)=O)c2cc(C(F)(F)F)ccc2S1(=O)=O	-32	-11	?	-1
42	COC(=O)C(CC(=O)c1ccc(Cl)cc1)c1ccccc1 (centres undefined)	-17	3	2%	-5
43	O=c1[nH]nnc2c1sc1nc(N3CCOCC3)c3c(c12)CCCC3	4	-22	-2%	8
44	COc1ccc(NS(=O)(=O)c2cc(NC(=O)CCc3ccc(OC)c(OC)c3)ccc2N2CCOCC2)cc1	8	-29	3%	-10
45	O=C(CSc1nnc(CN2CCOCC2)n1-c1ccc(Cl)cc1)N1CCc2ccccc21	-8	-4	3%	22
46	O=C(CC(=O)c1ccccc1)Nc1ccc([N+](=O)[O-])cc1	-45	9	-3%	-7
47	CCCCC1SC(N)=NC1=O (centres undefined)	-15	4	2%	-1
48	Fc1ccccc1/C=N/Nc1cc(N2CCCCC2)ncn1	12	?	-10%	-9
49	CC1(C(=O)Nc2nc3ccc(S(C)(=O)=O)cc3s2)CC1(Cl)Cl (centres undefined)	-2	-2	-2%	-17
50	O=S(=O)(c1ccc(NC(=S)NN=Cc2ccccc2O)cc1)N1CCCCC1	-7	-15	-13%	12

Three compounds already listed, ordered by the number in uPA surface inh, highest first:
No. | molecule | uPA surface inh
29 | Cc1cc2c(=O)n(C)c(SCC(=O)NCC3CCCO3)nc2s1 (centres undefined) | 4%
42 | COC(=O)C(CC(=O)c1ccc(Cl)cc1)c1ccccc1 (centres undefined) | 2%
50 | O=S(=O)(c1ccc(NC(=S)NN=Cc2ccccc2O)cc1)N1CCCCC1 | -13%

A draw from above in order of formula weight, rising.
entry	smiles	KCNH2 3.1 inh	Giardia killer	uPA surface inh	hERG WT inh
38	O=C1C=C(N2CCOCC2)CCC1	-5	26	10%	0
17	Cc1ccc(NC(=O)c2ncn(CCCNCCCN3CCCC3=O)n2)cc1C	-3	34[activator]	21%	-2
50	O=S(=O)(c1ccc(NC(=S)NN=Cc2ccccc2O)cc1)N1CCCCC1	-7	-15	-13%	12
45	O=C(CSc1nnc(CN2CCOCC2)n1-c1ccc(Cl)cc1)N1CCc2ccccc21	-8	-4	3%	22

Back to the main list, starting 6 compounds before the break.
entry	smiles	KCNH2 3.1 inh	Giardia killer	uPA surface inh	hERG WT inh
45	O=C(CSc1nnc(CN2CCOCC2)n1-c1ccc(Cl)cc1)N1CCc2ccccc21	-8	-4	3%	22
46	O=C(CC(=O)c1ccccc1)Nc1ccc([N+](=O)[O-])cc1	-45	9	-3%	-7
47	CCCCC1SC(N)=NC1=O (centres undefined)	-15	4	2%	-1
48	Fc1ccccc1/C=N/Nc1cc(N2CCCCC2)ncn1	12	?	-10%	-9
49	CC1(C(=O)Nc2nc3ccc(S(C)(=O)=O)cc3s2)CC1(Cl)Cl (centres undefined)	-2	-2	-2%	-17
50	O=S(=O)(c1ccc(NC(=S)NN=Cc2ccccc2O)cc1)N1CCCCC1	-7	-15	-13%	12
51	O=[N+]([O-])c1ccc(NN=Cc2ccco2)nc1	29	2	4%	-1
52	O=C(NN=Cc1cccc2ccccc12)C1CC1	3	-9	-3%	0
53	CC(=O)c1ccc(N2CCN(C(=O)c3ccccc3SCC(=O)NCc3ccco3)CC2)c(F)c1	15	-8	-4%	13
54	CC1(C)CC(C(=O)Nc2ccccc2)C(=O)O1 (centres undefined)	7	6	2%	-8
55	S=C(c1ccccc1)N1CCN(c2ccccc2)CC1	-5	15	1%	0
56	COc1ccc(CNC(=O)Cn2cc([N+](=O)[O-])cn2)cc1	16	4	6%	2
57	NC(=O)c1nc(-c2ccccc2)c(-c2ccccc2)[nH]c1=O	20	-3	1%	4
58	O=C1/C(=C/c2cccnc2)SC(=S)N1Cc1ccco1	3	6	-9%	-4
59	N#Cc1c(Nc2ccccc2)[n+]([O-])c2ccc(Cl)cc2[n+]1[O-]	12	?	-5%	4
60	CC(C)C(=O)Nc1cccc(N2CCN(CCCN3C(=O)C4CCCCN4C3=O)CC2)c1 (centres undefined)	-12	0	20%	7
61	CC(=O)C1=C(O)C(=O)N(CCN2CCOCC2)C1c1ccc(N(C)C)cc1 (centres undefined)	1	-4	1%	-10
62	CN(C(=O)c1cccc(NC(=O)Cc2ccc(NC(=O)C3CCN(C(=O)CCc4ccccc4)CC3)cc2)c1)C1CCCCC1	3	-1	-10%	6
63	CCC(CCc1ccccn1)C(=O)c1ccccc1 (centres undefined)	-27	2	1%	-9
64	CCOc1ccc(S(=O)(=O)Nc2cccc(C(=O)N(C)CC(=O)Nc3ccc(OC)cc3)c2)cc1	-26	-1	1%	-2
65	Cc1cc(C)c(C(=O)NCC(=O)c2ccccc2)c(C)c1	-5	4	-3%	-10
66	Nc1nc2c(nnn2Cc2ccc(Cl)c(Cl)c2)c(=O)[nH]1	5	10	-20%	-7
67	Oc1ccc(Cc2ccccc2)c2cccnc12	11	2	-15%	-3
68	O=C(O)/C=C\C(=O)Nc1ccccc1C(=O)N1CCC(O)(c2ccc(Cl)cc2)CC1	5	8	4%	0
69	O=C(c1cc(Cl)cc(Cl)c1)N1CCC2CC1c1cc(-c3ccc4c(c3)OCO4)ccc12 (centres undefined)	17	0	-18%	-2
70	Nc1nc(=O)n(C2CCCCO2)cc1Br (centres undefined)	9	5	0%	6
71	CSC(=S)NN=C(C)c1cccc(C)n1	25	-1	-10%	?
72	CCc1ccc(C2CC(c3ccc(C)cc3)n3nc(N)nc3N2)cc1 (centres undefined)	-10	-27	-5%	25
73	C[C@@H]1CN(S(=O)C(C)(C)C)[C@H](CCO)/C1=C\CCO (some centres undefined)	4	9	10%	-1
74	CC(=O)c1ccc(NC(=O)C(C)OC(=O)c2ccc(NS(=O)(=O)c3ccc4[nH]c(=O)[nH]c4c3)cc2)cc1 (centres undefined)	-6	4	6%	1
75	COc1cccc(C(N)=O)c1	-2	0	-7%	2

The listing continues.
entry	smiles	KCNH2 3.1 inh	Giardia killer	uPA surface inh	hERG WT inh
76	CCN(CC(=O)NCc1cccs1)C(=O)c1ccc(N(C)S(=O)(=O)c2ccc(C)cc2)cc1	0	15	3%	-1
77	COc1ccc(C=NNc2ccc([N+](=O)[O-])cn2)cc1	-4	-17	0%	-3
78	O=C(O)c1cccc(NC(=O)c2ccccc2)c1	-13	-23	-2%	26
79	O=C(Nc1ccc(S(=O)(=O)Nc2nccs2)cc1)C(F)(F)F	-3	-5	-4%	0
80	CC(C)(C)S(=O)N1Cc2cc(=O)n(Cc3ccccc3)c(CCO)c2[C@H]1CCO (some centres undefined)	-36	18	-10%	-8
81	CCCCN1CC(COCc2ccccc2)Oc2cccc(Oc3ccc(C)cc3)c2S1(=O)=O (centres undefined)	1	0	11%	17
82	CN(Cc1ccccc1)C(=O)c1cccc(NC(=O)Cc2ccc(NC(=O)C3CCN(C(=O)CCc4ccccc4)CC3)cc2)c1	-8	-4	?	15
83	COc1ccc(OC)c(-c2cc(C(=O)N/N=C/c3cc(OC)c(OC)cc3OC)c3ccccc3n2)c1	10	-3	-4%	7
84	O=C(O)C1Oc2ccccc2C1c1ccccc1 (centres undefined)	-1	3	3%	3
85	O=C(NC1CC1)C1=C[C@H](c2ccc(C(F)(F)F)cc2)C[C@H](OCCCCO)O1	13	-15	10%	3
86	COc1ccc2noc3c2c1C(=O)c1ccccc1-3	2	-12	10µM*	-5
